FBW7 act = FBW7 E3 ligase activators, primary screen, biochemical, AlphaScreen, human. F-box/WD repeat-containing protein 7 (Homo sapiens), Q969H0. AlphaScreen FBW7–phospho-cyclin E peptide binding, activator screen. normalized activity (activation), % at 26.1 µM. 650,000 compounds, 0.13% hits. AID 1259310, 2017; in the data active = normalized activity above about 1.9%;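 note: purified mutant Fbw7 with reduced substrate affinity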
GPR151 ag = activators of human GPR151, primary screen, cell-based, PathHunter beta-arrestin, luminescence; 650,000 compounds, 1% hits; activation, % at 11.2 µM; PathHunter beta-arrestin GPR151 cells; G-protein coupled receptor 151 (Homo sapiens), Q8TDV0; AID 1508602, 2020; in the data active = activation above about 4.9%;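 note: 0% = median of compound wells and 100% = cells with positive control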
Target sequence (Q8TDV0 whole entry, looked up): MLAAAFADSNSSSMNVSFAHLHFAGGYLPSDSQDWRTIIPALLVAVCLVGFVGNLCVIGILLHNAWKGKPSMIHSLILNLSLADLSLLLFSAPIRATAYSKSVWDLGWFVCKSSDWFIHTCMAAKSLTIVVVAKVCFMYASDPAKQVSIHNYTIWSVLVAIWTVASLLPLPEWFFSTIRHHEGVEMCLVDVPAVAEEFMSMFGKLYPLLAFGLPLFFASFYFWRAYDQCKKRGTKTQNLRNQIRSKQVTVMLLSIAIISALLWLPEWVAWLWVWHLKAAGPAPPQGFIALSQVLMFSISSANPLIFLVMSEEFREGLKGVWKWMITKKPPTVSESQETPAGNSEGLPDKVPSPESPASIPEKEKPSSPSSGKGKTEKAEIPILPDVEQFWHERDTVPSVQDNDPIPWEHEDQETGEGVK
TEAD-YAP inh = TEAD-YAP interaction inhibition, primary screen, TEAD-YAP interaction inhibitor project, luminescence, HEK-TIYL cells; inhibition, % at 9.12 µM; 640,000 compounds, 1.4% hits; TEAD-Gal4/YAP UAS-luciferase luminescence; AID 1259422, 2018; in the data active = inhibition above about 32%;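 note: 0% = median of test compound wells and 100% = reference inhibitor wells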
MITF primary = MITF inhibitors, primary screen, biochemical, AlphaScreen, human. 650,000 compounds, 0.91% hits. inhibition, % at 2.6 µM. AlphaScreen MITF homodimerization, bead proximity signal. Microphthalmia-associated transcription factor (Homo sapiens), O75030. AID 1259374, 2018; in the data active = inhibition above about 50%;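 note: 0% = vehicle wells with protein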
Target sequence (O75030 whole entry, looked up): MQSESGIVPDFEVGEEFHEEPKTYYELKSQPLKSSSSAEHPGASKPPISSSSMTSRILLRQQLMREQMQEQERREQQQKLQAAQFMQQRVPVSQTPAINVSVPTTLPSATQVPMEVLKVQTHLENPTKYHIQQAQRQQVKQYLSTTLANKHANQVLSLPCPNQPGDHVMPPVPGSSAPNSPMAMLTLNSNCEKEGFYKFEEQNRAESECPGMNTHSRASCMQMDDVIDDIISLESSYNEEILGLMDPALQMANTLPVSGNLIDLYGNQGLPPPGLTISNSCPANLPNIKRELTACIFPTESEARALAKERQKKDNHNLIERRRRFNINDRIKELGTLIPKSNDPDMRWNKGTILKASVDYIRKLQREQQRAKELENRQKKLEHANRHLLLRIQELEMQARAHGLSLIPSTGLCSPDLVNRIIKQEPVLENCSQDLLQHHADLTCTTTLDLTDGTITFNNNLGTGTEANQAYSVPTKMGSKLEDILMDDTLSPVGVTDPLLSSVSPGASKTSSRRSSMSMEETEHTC
Active calls of the source: *.

Order of values – FBW7 act	GPR151 ag	TEAD-YAP inh	MITF primary
- CCCCOC(=O)c1cc(-c2ccc(C)cc2)nc2ccc(Cl)cc12
    0.2	-0.4	6	9
- CCOC(=O)c1cnc(SC2CC(=O)N(c3ccc(C)cc3)C2=O)nc1N (stereo not drawn)
    0.1	-0.5	-6	-28
- Cc1nc(NCc2ccc3c(c2)OCO3)c2c(C)c(C)sc2n1
    -0.3	1.8	39*	6
- Cc1ccc(C)c(NC(=O)CSc2nc3ccccc3c(=O)n2-c2ccc(Cl)cc2)c1
    0.0	-0.3	13	-6
- CCOc1ccccc1C(=O)N[C@H](C(=O)Nc1ccc(F)cc1F)C(C)C
    0.4	-0.2	-4	10
- Cc1cc(-n2c(N)c(C(=O)NCc3ccc4c(c3)OCO4)sc2=S)ccc1Cl
    -0.2	0.9	7	-2
- CCCc1ccc(OC(=O)c2sc3ncn(Cc4cccc(F)c4)c(=O)c3c2C)cc1
    -0.1	-1.6	5	9
- Cc1nc2c(-c3ccccc3)cnn2c(N)c1-c1ccccc1
    0.1	1.1	90*	0
- Cn1c(=O)cc(NCc2cccnc2)n(Cc2ccc(F)cc2F)c1=O
    -0.1	1.1	0	2
- CC1=C(C(=O)NCCN(C)C2CCCCC2)C2(CCCCC2)OC1=O
    0.6	-0.3	-1	27
- CCC1=NN(C(=O)c2ccc(C)o2)C(O)(c2cccnc2)C1 (stereo not drawn)
    0.1	-3.5	-68	8
- CCOC(=O)c1c(NC(=O)CCCOc2cccc(C)c2)sc(C)c1C
    0.0	-0.7	-6	-5
- O=C1NC(=S)N/C1=C/c1ccccc1OCc1cccc2ccccc12
    0.0	-0.6	-1	11
- O=C1CCCN1CCCNc1nc(Nc2nccc3ccccc23)nc2c1ncn2Cc1ccc(C(F)(F)F)cc1
    -0.1	-0.1	-3	0
- COc1ccc(CNC(=O)CN(C)S(=O)(=O)c2ccc(Cl)cc2)cc1
    -0.1	5.4*	4	13
- CN1CCN(C(=O)c2ccc(S(=O)(=O)N3CCCCC3)cc2)CC1
    0.1	-0.6	6	-1
- Cc1ccc2cc(CCNC(=O)c3ccc(S(=O)(=O)N(C)C)cc3)c(=O)[nH]c2c1C
    0.0	0.3	-3	-9
- O=S(=O)(CCSc1nc2ccccc2o1)Cc1ccccc1
    0.0	3.5	8	0
- COc1ccc(/C=C\C(=O)NCc2ccc3[nH]c(C)cc3c2)cc1OC
    -0.1	-1.1	0	-16
- CCOC(=O)c1cnn(-c2ccccc2Cl)c1CNCc1csc(C)n1
    -0.1	3.8	4	-4
- CCOCCCNC(=O)c1ccc(CS(=O)(=O)Cc2cccc(C)c2)o1
    0.4	-1.5	-5	9
- Cc1nn(C)c(C)c1-c1cc(NCc2cccc(C(F)(F)F)c2)nc(N)n1
    -0.1	1.5	8	-2
- Cc1c(Br)c(C(F)(F)F)nn1CC(=O)Nc1cccc(O)c1
    0.1	10.0*	-1	-12
- Cc1ccc(NC(=O)COC(=O)CNC(=O)C2CCCCC2)c(Br)c1
    -0.1	-0.3	13	5
- CCN(C(=O)CSc1nc2cc(C(=O)OC)ccc2c(=O)n1CCN1CCOCC1)c1cccc(C)c1
    -0.1	0.7	-1	-3
- CCOc1ccccc1N(CC(N)=O)S(C)(=O)=O
    0.6	-0.3	3	-6
- CCOc1ccc(S(=O)(=O)Nc2ccc(C(=O)NN)cc2)cc1
    -0.2	-2.3	-17	-6
- CCOC(=O)c1c(/N=c2\oc3ccccc3cc2C(=O)Nc2cccc(C(F)(F)F)c2)sc(C)c1C
    0.0	0.9	-1	-13
- Cc1ccc(Cl)c(NC(=O)CN2C(=O)C(C)N(c3ccc(F)cc3)C2=O)c1Cl (stereo not drawn)
    0.0	-1.1	6	9
- COc1cc(/C=c2\sc3nc4ccccc4n3c2=O)ccc1Oc1nc2c(c(=O)n(C)c(=O)n2C)n1C
    -0.1	2.2	15	1
- CC1CCN(c2c(NCC3CCC(C(=O)O)CC3)c(=O)c2=O)CC1 (stereo not drawn)
    0.0	-2.1	-5	0
- CCCCn1c(=O)cc(N2CCOCC2)[nH]c1=O
    0.1	-1.0	7	-6
- Cc1cccc2cc(CN(CCCO)Cc3nnnn3Cc3ccc(F)cc3)c(=O)[nH]c12
    1.1	-0.6	7	14
- CCOc1ccc(C2C(=O)N(C3CCCCC3)CC(=O)N2Cc2ccc(C)cc2)cc1OC (stereo not drawn)
    0.2	-1.1	-1	16
- COc1ccccc1N(CC(=O)NCCSc1ccc(Cl)cc1)S(C)(=O)=O
    -0.1	3.3	14	-1
- O=C(N/N=C\c1ccc([N+](=O)[O-])o1)c1ccccc1-n1cccc1
    -0.2	2.8	49*	12
- CCOC(=O)c1sc(NC(=O)c2ccc(Cl)s2)cc1C
    0.2	-2.5	-34	4
- CCNC(=O)[C@@H]1C[C@H](NCC(C)C)CN1Cc1cccc(Cl)c1
    -0.1	0.3	-2	3
- Cn1c(C(O)c2ccc(Br)cc2)nc(Cl)c1Cl (stereo not drawn)
    0.3	-0.8	0	6
- CCOC(=O)c1c(NC(=O)COc2ccc([N+](=O)[O-])c(C)c2)sc2c1CCC(C)C2 (stereo not drawn)
    -0.1	1.4	2	9
- COc1cccc(CN(C)S(=O)(=O)c2c(C)noc2/C=C/N(C)C)c1
    -0.1	-0.4	1	-10
- Cc1nnc(SCc2nnc(-c3cccs3)o2)n1C
    -0.1	-0.4	-6	2
- COc1ccccc1N1CCN(C2CC(=O)N(CCc3ccccc3)C2=O)CC1 (stereo not drawn)
    0.0	0.6	-11	1
- COC(=O)c1ccc(NC(=O)CSc2nnc(COc3ccc(Cl)cc3)n2C)cc1
    0.0	3.4	19	-11
- COC(=O)[C@@H](NC1CCN(c2nc(C)c3ccc(OC)cc3n2)CC1)c1ccccc1
    0.1	-0.2	-2	15
- COc1ccc(C)c2sc(N3CCN(C(=O)c4ccc(C(C)=O)cc4)CC3)nc12
    -0.1	-0.1	0	1
- CCOc1cccc2cc(C(=O)Nc3ccc(OC)cc3OC)c(=Nc3ccc(C(=O)O)cc3)oc12
    0.1	-1.7	-1	6
- Cc1ccc(NC(=O)C2CC=CCC2C(=O)O)c(C(=O)c2ccccc2)c1 (stereo not drawn)
    -0.2	1.3	-3	-2
- CC1(C)CC(=O)C2=C(C1)OC(N)=C(C#N)C2c1ccc(Cl)cc1Cl (stereo not drawn)
    0.0	-0.9	-2	-7
- O=C(Nc1ccc(Oc2ccccc2)cc1)c1ccc(F)c(S(=O)(=O)N2CCc3ccccc32)c1
    0.3	-0.3	-2	8

3 structures already listed, ordered by SMILES length, ascending.
Order of values – FBW7 act	GPR151 ag	TEAD-YAP inh	MITF primary
- Cc1ccc(NC(=O)C2CC=CCC2C(=O)O)c(C(=O)c2ccccc2)c1 (stereo not drawn)
    -0.2	1.3	-3	-2
- CCOc1cccc2cc(C(=O)Nc3ccc(OC)cc3OC)c(=Nc3ccc(C(=O)O)cc3)oc12
    0.1	-1.7	-1	6
- O=C(Nc1ccc(Oc2ccccc2)cc1)c1ccc(F)c(S(=O)(=O)N2CCc3ccccc32)c1
    0.3	-0.3	-2	8

Other compounds.
Order of values – FBW7 act	GPR151 ag	TEAD-YAP inh	MITF primary
- CC(C)CC(C(=O)Nc1ccccc1F)N1C(=O)c2ccccc2C1=O (stereo not drawn)
    0.1	0.4	-6	6
- COc1ccc2[nH]c3c(=O)n(CCCCC(=O)NCCCOC(C)C)c(=S)[nH]c3c2c1
    0.6	1.2	7	6
- O=C(Nc1nccs1)c1c(O)c2cccc3c2n(c1=O)CCC3
    0.0	0.5	5	13
- CCc1ccc(OCC(=O)Nc2cc(C)c(C)cc2O)cc1
    -0.2	0.8	-11	5
- CCN1CCN(C(=O)c2ccncc2)C(C(=O)N2CCOCC2)C1 (stereo not drawn)
    0.0	1.8	9	-8
- CC(C)CCN1CC(C)C(O)(c2ccccc2)CC1C (stereo not drawn)
    0.1	0.6	-10	3
- CCSCCOC(=O)C1=C(C)NC2=C(C(=O)CC(c3ccc(OC)cc3)C2)C1c1ccc(OC)c(Br)c1 (stereo not drawn)
    0.8	-1.5	2	1
- O=C1c2ccccc2NC(c2cccs2)N1NS(=O)(=O)c1ccccc1 (stereo not drawn)
    0.0	0.3	-13	-24
- CCN1CCN(C(=O)C2c3ccccc3C(=O)N3CCc4cc(OC)c(OC)cc4C23)CC1 (stereo not drawn)
    0.1	-1.1	-6	2
- CC(=O)C1=C(C)NC(=O)NC1c1ccc(-c2ccc(Br)cc2)o1 (stereo not drawn)
    -0.1	-1.1	2	-5
- COc1ccc(NC(=O)c2ccccc2OC)c(OC)c1
    -0.1	-1.0	-32	22
- CCCCOCC1CC2(CC(C)(c3csc(Nc4ccc(C)cc4)n3)OC2=O)C(=O)O1 (stereo not drawn)
    -0.1	-1.0	2	11
- COc1ccc(S(=O)(=O)Oc2ccc(C=O)cc2OC)cc1
    0.1	-0.7	47*	7
- O=C(Nc1cccc(Br)c1)c1cc2ccc(O)cc2oc1=O
    0.6	-1.2	1	10
- Cc1ccc(CNS(=O)(=O)c2ccc(F)c(C(=O)Nc3cc(Cl)ccc3Cl)c2)cc1
    -0.1	-0.3	2	-5
- c1ccc2c(c1)CC1COCOC21 (stereo not drawn)
    -0.2	-0.1	0	6
- COc1ccccc1CCc1nnc(CCC(=O)NCc2ccc(F)cc2F)o1
    -0.1	-0.2	-15	-2
- CCOC(=O)C1=c2s/c(=C/c3cccc(OC)c3)c(=O)n2C(N)=C(C#N)C1c1cccc(OC)c1 (stereo not drawn)
    0.0	-0.3	3	13
- Cc1ccc2c(c1)c(=O)c1ccccc1n2CC(=O)Nc1cc(F)ccc1C
    0.0	1.4	8	1
- N#Cc1ccccc1Sc1ccccc1C(=O)Nc1ccccn1
    0.0	-0.5	0	-1
- Cn1ccnc1SCC(=O)NCc1ccccc1
    0.1	-0.5	-12	-7
- CCCNc1nc(Nc2cccc(N(C)C)c2)nc2c1ncn2-c1ccsc1
    1.1	-1.0	-9	18
- CCOC(=O)N1CCc2c(sc(NC(=O)CCOc3ccccc3)c2C#N)C1
    0.0	-0.6	38*	-2
- Cc1ccc(CN[C@H]2C[C@H]3C(=O)N[C@H](CO)C(=O)N3C2)cc1C
    0.7	-1.8	2	23
- COC(=O)C(O)(c1cc(C)c(O)c([N+](=O)[O-])c1)C(F)(F)F (stereo not drawn)
    0.0	-2.3	-6	22
- CCOC(=O)c1cnc2ccc(C(=O)OC)cc2c1Nc1ccccc1OCC
    0.0	1.0	-7	-12
- O=C(c1ccccn1)N(Cc1ccco1)C1(C(=O)Nc2ccc(Br)cc2)CCCCC1
    -0.1	-0.2	-2	0
- Cc1cc(S(=O)(=O)Nc2c(O)c3ccccc3oc2=O)ccc1F
    0.6	-0.9	5	23
- CC(C)C1N=C2c3ccccc3N=C(SCC(=O)c3ccc(Cl)c(Cl)c3)N2C1=O (stereo not drawn)
    -0.4	-1.4	-6	-5
- O=C(O)/C(=C\c1ccc(Cl)cc1)NC(=O)c1ccccc1Br
    -0.3	0.6	11	-4
- Cc1cnc(C(=O)N2CCC[C@H](Cn3cc(C(=O)N4CCOCC4)nn3)C2)cn1
    0.1	0.2	8	-14
- CCc1nnc(SCc2ccc(OCC(C)C)cc2)n1N
    0.0	0.3	-15	-1
- CCC(CO)Nc1ccc2ncc(-c3ccccc3F)n2n1 (stereo not drawn)
    0.6	-1.2	42*	2
- COc1ccccc1OCCCOc1ccc(/C=C2/C(=N)N3C(c4ccccc4)=CSC3=NC2=O)cc1
    0.1	-0.8	0	11
- CCOC(=O)C1=CN(C)C=C(C(=O)OCC)C1c1ccc(O)c(OCC)c1
    0.0	-0.9	16	3
- CC(C)C1=CC23CCC4C(C)(C(=O)O)CCCC4(C)C2CC1C1C(=O)N(c2cccc4ccccc24)C(=O)C13 (stereo not drawn)
    -0.3	0.9	3	9
- CN(C)CCCNC(=O)c1ccc(Cl)cc1[N+](=O)[O-]
    0.0	0.1	-1	-22

In the list so far, ten have an aryl thioether with sulfur outside any ring:
Order of values – FBW7 act	GPR151 ag	TEAD-YAP inh	MITF primary
- CCOC(=O)c1cnc(SC2CC(=O)N(c3ccc(C)cc3)C2=O)nc1N (stereo not drawn)
    0.1	-0.5	-6	-28
- Cc1ccc(C)c(NC(=O)CSc2nc3ccccc3c(=O)n2-c2ccc(Cl)cc2)c1
    0.0	-0.3	13	-6
- O=S(=O)(CCSc1nc2ccccc2o1)Cc1ccccc1
    0.0	3.5	8	0
- CCN(C(=O)CSc1nc2cc(C(=O)OC)ccc2c(=O)n1CCN1CCOCC1)c1cccc(C)c1
    -0.1	0.7	-1	-3
- COc1ccccc1N(CC(=O)NCCSc1ccc(Cl)cc1)S(C)(=O)=O
    -0.1	3.3	14	-1
- Cc1nnc(SCc2nnc(-c3cccs3)o2)n1C
    -0.1	-0.4	-6	2
- COC(=O)c1ccc(NC(=O)CSc2nnc(COc3ccc(Cl)cc3)n2C)cc1
    0.0	3.4	19	-11
- N#Cc1ccccc1Sc1ccccc1C(=O)Nc1ccccn1
    0.0	-0.5	0	-1
- Cn1ccnc1SCC(=O)NCc1ccccc1
    0.1	-0.5	-12	-7
- CCc1nnc(SCc2ccc(OCC(C)C)cc2)n1N
    0.0	0.3	-15	-1

Assay outcomes deposited in PubChem by The Scripps Research Institute Molecular Screening Center.

Compounds were not picked by outcome. About 3.5% of those tested had a hit in this group.
